Tb PYK inh: blocks Trypanosoma brucei pyruvate kinase; AID 624173; Q57TT1; Potency, µM (highest dose often 76.8 µM), for the others: at the top dose activity, negative = inhibition, most hits filed as inhibitors; TbPYK enzyme, Kinase-Glo Plus ATP luminescence, 45 min; 410,000 tested, 0.12% active; also: nearly all actives have a fitted effect of over 50% in size
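T. brucei PYK with substrate was exposed to pin-transferred compounds across a concentration series, then started with 130 uM ADP (final). After 45 min at room temperature, Kinase-Glo Plus luminescence was read, normalized and curve-fitted.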
Sm TGR inh: blocks Schistosoma mansoni thioredoxin glutathione reductase; Potency, µM (doses to about 114 µM), for inactives: top-dose activity change, negative = inhibition, actives largely listed as inhibitors; AID 485364; 360,000 tested, 3% active; Q962Y6; purified TGR, DTNB reduction, TNB absorbance 405 nm; also: nearly all actives have a fitted effect of over 60% in size
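First, TGR (20 nM dispensed) and NADPH were mixed with compound. Second, a 15 min room-temperature incubation followed. Third, further NADPH and then DTNB were added to start the reaction. Finally, TNB absorbance was monitored kinetically.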
LmPK inh: LmPK (Leishmania mexicana) enzyme inhibition; Potency, µM (doses to about 57.5 µM), inactives show at the top dose activity change, negative = inhibition, most hits filed as inhibitors; purified LmPK, Kinase-Glo ATP luminescence, 1 h; 290,000 tested, 0.37% active; AID 1721; Q27686
Target sequence (Q27686 whole entry, looked up): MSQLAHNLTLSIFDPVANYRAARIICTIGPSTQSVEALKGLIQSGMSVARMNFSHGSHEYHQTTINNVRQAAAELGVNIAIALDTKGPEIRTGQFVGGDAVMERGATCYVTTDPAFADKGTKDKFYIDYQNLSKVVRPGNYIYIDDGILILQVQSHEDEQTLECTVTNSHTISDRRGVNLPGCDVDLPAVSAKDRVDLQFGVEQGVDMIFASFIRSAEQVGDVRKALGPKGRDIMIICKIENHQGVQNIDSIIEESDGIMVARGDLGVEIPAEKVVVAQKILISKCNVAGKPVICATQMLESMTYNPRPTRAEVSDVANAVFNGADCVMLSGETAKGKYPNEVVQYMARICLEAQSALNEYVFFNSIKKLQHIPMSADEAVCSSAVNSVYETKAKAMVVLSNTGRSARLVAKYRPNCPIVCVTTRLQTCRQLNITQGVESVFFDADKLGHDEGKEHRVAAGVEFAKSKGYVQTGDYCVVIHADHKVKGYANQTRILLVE
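0.1 nM LmPK, 0.5 mM PEP, 0.1 mM ADP; 50 mM imidazole pH 7.2, 7 mM MgCl2, 50 mM KCl; 1 h RT. Kinase-Glo luminescence readout, normalized to no-enzyme (full inhibition) and uninhibited wells.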
HCV inhibitor: inhibitors of hepatitis C virus infection | Huh7.5.1 HCVcc-Cre infection, luciferase reporter, 44 h | 340,000 tested, 3.4% active | Potency, µM (series often up to 41.8 µM), without a hit: top-dose activity change, negative = inhibition, actives largely listed as inhibitors
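Infectious HCV cell culture screen: compound-treated cells (1,000/well, pre-plated 4 h) are infected with HCVcc-Cre at roughly 0.5 moi and grown 44 h. Infection is quantified by luciferase signal after 15 min substrate incubation at room temperature.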
Pf growth 96h: P. falciparum growth inhibition at 96 hour, primary screen for plastid delayed-death inhibitors; P. falciparum luciferase reporter growth, 96 h; Potency, µM (series often up to 28.7 µM), inactives show at the highest dose activity change, negative = inhibition, most hits filed as inhibitors; 320,000 tested, 6.9% active; AID 504834
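Parasite growth measured via integrated firefly luciferase reporter in P. falciparum. Infected erythrocytes at 2% hematocrit, 0.05% parasitemia final were treated 96 hours at 37 C under 5% CO2, and luminescence was read.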
Pf growth 48h: P. falciparum growth inhibition at 48 hours (one generation). Potency, µM (top dose mostly 28.7 µM), without a hit: at the highest dose activity change, negative = inhibition, most hits filed as inhibitors. AID 504832. P. falciparum luciferase growth in erythrocytes, 48 h. 310,000 tested, 5.9% active
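Growth was read as firefly luciferase luminescence after a 48 h, 37 C, 5% CO2 exposure of compounds to reporter-bearing P. falciparum cultures (0.1% parasitemia, 2% hematocrit final) in Albumax-supplemented RPMI 1640.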
Numbers without * were called inactive; ? = inconclusive; / = no result given; & = joins results of further samples; [ ] = dose if it differs, or a comment. Calls follow the shape of the dose curve; as a rule, active = well fitted curve in the direction sought with a large enough effect; inconclusive = small, poorly fitted or top-dose-only effect, or another doubt; inactive = no such curve, though single readings can be large; an effect the other way counts as inactive or inconclusive. % is scaled to controls: 0 for no effect and ±100 for the full control effect; potency is read from the fitted curve at half-maximal effect.

Start of the listing, in advance, 2 compounds:
[1] CCOC(=O)C(NC(=O)c1ccccc1)(OCc1ccccc1)C(F)(F)F (stereo unspecified)
[2] Cc1ccc(C(=O)N2CCCC(CCC(=O)N3CCN(c4ccccn4)CC3)C2)cc1C (stereo unspecified)

Screen / compound no.	1	2
Tb PYK inh	1%	0%
Sm TGR inh	6%	-1%
LmPK inh	-2%	-7%
HCV inhibitor	-4%	?
Pf growth 96h	-8%	?
Pf growth 48h	14%	?

The listing (from the top)
[1] CCOC(=O)C(NC(=O)c1ccccc1)(OCc1ccccc1)C(F)(F)F (stereo unspecified)
[2] Cc1ccc(C(=O)N2CCCC(CCC(=O)N3CCN(c4ccccn4)CC3)C2)cc1C (stereo unspecified)
[3] COc1ccc2[nH]cc(CCNC(=O)C3CCCNC3=O)c2c1 (stereo unspecified)
[4] O=C(NCc1ccc(Cl)cc1)c1ccc(COCC(F)(F)F)o1
[5] Cn1c(=O)c2c(O)c(C=NCc3ccccc3)c(=O)n(C)c2n(C)c1=O
[6] Cn1c(Cc2cccs2)nnc1SC/C=C/c1ccccc1
[7] CCCCOC(=O)CNc1nnc(SCC(=O)OCC)[nH]c1=O
[8] CC(C)N1C(=O)C(=O)N(CC(=O)N2c3ccccc3NC(=O)CC2C)C1=O (stereo unspecified)

Screen / compound no.	1	2	3	4	5	6	7	8
Tb PYK inh	1%	0%	-1%	0%	-2%	-5%	?	-4%
Sm TGR inh	6%	-1%	0%	-22%	6%	-2%	14µM*	-2%
LmPK inh	-2%	-7%	2%	3%	-9%	3%	-6%	/
HCV inhibitor	-4%	?	17%	-16%	15%	-1%	14%	11%
Pf growth 96h	-8%	?	146%[activator]	/	-10%	27%	-18%	8%
Pf growth 48h	14%	?	/	-13%	-7%	-13%	-11%	-6%

[9] O=C(NCCCN1CCOCC1)c1onc(CSc2nc3ccccc3[nH]2)c1C(=O)NCCCN1CCOCC1
[10] C#CCSc1n[nH]c(=O)n1-c1cccc(C(F)(F)F)c1
[11] CCc1nnc(NC(=O)CSc2nnc(-c3ccccc3O)n2CC)s1
[12] Cc1sc(NC(=O)CN(Cc2ccc(F)cc2)C(=O)C(C)C)c(C(N)=O)c1C
[13] Cc1ccn2c(NC3CCCC3)c(-c3ccccn3)nc2c1
[14] COc1ccc(NC(=O)CCC(=O)N/N=C/c2cn(C)nc2C)cc1
[15] CCCCC(NC(=O)c1ccc(C#N)cc1)C(=O)NCCC (stereo unspecified)
[16] O=C(CSc1nnc(CNC(=O)c2c(F)cccc2F)o1)NCCc1ccccc1

Screen / compound no.	9	10	11	12	13	14	15	16
Tb PYK inh	2%	3%	-15%	-12%	0%	1%	-2%	1%
Sm TGR inh	0%	4%	10%	72%	-115%	7%	2%	-17%
LmPK inh	-5%	1%	0%	5%	-1%	5%	/	3%
HCV inhibitor	12%	-15%	7%	-16%	?	15%	?	24%
Pf growth 96h	74%[activator]	24%	?	-6%	?	-2%	38%[activator]	11%
Pf growth 48h	22%	-6%	/	-5%	-24%	-4%	21%	-6%

[17] CCc1c(C)[nH]c2nc3ccccc3n2c1=O
[18] O=C1N(Cc2ccccc2)c2ccc(Cl)cc2C12OCCO2
[19] O=S(=O)(NCc1ccc(F)cc1)c1ccc(-n2cccn2)cc1
[20] CC(C)C(=O)Nc1cccc(C(=O)Nc2ccccc2C(=O)O)c1
[21] Cc1ccc(NC(=O)c2ccc(NCCCN3CCOCC3)c([N+](=O)[O-])c2)cc1Cl
[22] CCOC(=O)C1(Cc2ccc(O)cc2)NC(c2ccco2)C2C(=O)N(c3ccccc3F)C(=O)C21 (stereo unspecified)
[23] CCN(C(=O)CSc1nc2cc(C(F)(F)F)ccc2n1Cc1ccccc1)C1CCS(=O)(=O)C1 (stereo unspecified)
[24] COc1ccc(OC)c(NC(=O)CCN2CCN(c3ccccc3F)CC2)c1

Screen / compound no.	17	18	19	20	21	22	23	24
Tb PYK inh	3%	0%	3%	1%	-6%	-2%	-1%	-1%
Sm TGR inh	0%	12%	1%	0%	-2%	?	0%	2%
LmPK inh	4%	-3%	3%	-5%	0%	-12%	3%	-4%
HCV inhibitor	3%	10%	21%	23%	11µM*	8%	?	-24%
Pf growth 96h	?	?	?	1%	79%[activator]	81%[activator]	9.3µM*	6%
Pf growth 48h	/	?	-6%	/	2.3µM*	-11%	10µM*	/

[25] CC(=O)c1cc(F)c(N2CCN(c3ccc([N+](=O)[O-])cc3F)CC2)cc1C
[26] Cc1cccc(OCCCC(=O)Nc2ccc(N3CCOCC3)cc2)c1
[27] Cc1cc(C)nc(NS(=O)(=O)c2ccc(NC(=S)NC(=O)CC(C)C)cc2)n1
[28] CCOC(=O)c1cn2nc(Oc3ccc(C#N)cc3)ccc2n1
[29] CC1CC(C)CN(C(=O)c2ccc3c(=O)n(Cc4ccc5c(c4)OCO5)c(=S)[nH]c3c2)C1 (stereo unspecified)
[30] COc1ccccc1C(=O)NCC(=O)N/N=C/c1ccc2c(c1)OCO2
[31] CCCCNC(=O)CSc1nc2c(sc(=S)n2-c2cc(Cl)ccc2OC)c(=O)[nH]1
[32] O=C(N/N=C/c1ccc([N+](=O)[O-])o1)c1cc(-c2ccncc2)nc2ccccc12

Screen / compound no.	25	26	27	28	29	30	31	32
Tb PYK inh	2%	-4%	-8%	1%	0%	-4%	-11%	-8%
Sm TGR inh	-8%	-15%	?	9%	0%	0%	0%	-59%
LmPK inh	-1%	3%	3%	0%	3%	-3%	3%	3%
HCV inhibitor	-17%	-1%	22%	9%	-9%	-1%	10%	10µM*
Pf growth 96h	25%	?	15%	9%	7.4µM*	-12%	?	0.93µM*
Pf growth 48h	30%[activator]	/	-3%	-9%	-5%	17%	18%	?

[33] O=C(OCC(=O)N1CCCC1)c1cc(Br)ccc1Cl
[34] COc1cccc(C(=O)NCCSc2ccc(Br)cc2)c1
[35] CCN(CC(=O)Nc1cccc(S(=O)(=O)N2CCCCC2)c1)Cc1ccccc1
[36] COc1ccc(Cc2nnc(SCC(=O)N(C)c3ccccc3)o2)cc1
[37] C/C=C/c1ccc(OCCOCCOc2cccc3cccnc23)c(OC)c1
[38] COc1cccc(NC(=O)CSCC(=O)Nc2ccccc2)c1
[39] CCOC(=O)C1=C(COC(=O)c2c(OC)cccc2OC)NC(=O)NC1C (stereo unspecified)
[40] Nc1nnc(SCC(=O)N2CCN(c3ccccc3)CC2)n1-c1ccccc1

Screen / compound no.	33	34	35	36	37	38	39	40
Tb PYK inh	1%	1%	-6%	4%	-16%	0%	3%	-9%
Sm TGR inh	-7%	2%	9%	-4%	0%	-28%	-16%	0%
LmPK inh	-3%	-5%	/	0%	0%	1%	/	3%
HCV inhibitor	38%[activator]	-10%	?	4%	?	0%	?	-15%&17%
Pf growth 96h	11%	-24%	?	1%	-6%	58%[activator]	-80%	/
Pf growth 48h	?	?	?	-15%	?	/	?	11%

[41] Cc1cc2cc(CCNC(=O)c3ccc(S(=O)(=O)N4CCCC4)cc3)c(=O)[nH]c2cc1C
[42] CN(CC(=O)NC1CCCCCCC1)S(=O)(=O)c1cccc2cccnc12
[43] Cc1ccc(C2C(C(=O)c3sc(C)nc3C)=C(O)C(=O)N2CCN2CCOCC2)o1 (stereo unspecified)
[44] O=C(NC1CCCCC1)C1CCCN1S(=O)(=O)c1ccc(Cl)cc1 (stereo unspecified)
[45] Cc1c(C)c2cc(Cl)c(OCC(=O)N3C[C@H]4C[C@@H](C3)c3cccc(=O)n3C4)cc2oc1=O
[46] Cn1c(C(=O)O)cc2cc(Oc3ccccc3)ccc21
[47] O=C(C1CCN(S(=O)(=O)c2ccccc2F)CC1)N1CCc2ccccc2C1
[48] O=C(Cc1cnc2ncnn2c1)N1CCc2c([nH]c3ccccc23)C1c1ccccc1F (stereo unspecified)

Screen / compound no.	41	42	43	44	45	46	47	48
Tb PYK inh	-1%	0%	-16%	2%	2%	-2%	-1%	0%
Sm TGR inh	-1%	2%	40µM*	9%	-3%	-18%	1%	0%
LmPK inh	5%	4%	2%	-4%	-6%	-3%	2%	7%
HCV inhibitor	?	-16%	19%	7%	21%	8%	-6%	8%
Pf growth 96h	?	11%	30%[activator]	46%[activator]	-1%	8%	?	-8%
Pf growth 48h	9.3µM*	/	2%	-18%	-4%	-4%	-18%	-3%

[49] CN1C(=O)C(Cc2cnc[nH]2)NC1=S (stereo unspecified)
[50] COCCn1c(-c2ccc(Cl)cc2)nc2c(c(=O)c3ccccc3n2C)c1=O
[51] COc1ccccc1-n1c(-c2ccccc2)c[n+]2c1CCc1ccccc1-2
[52] O=C(NC1CCCCC1)C(c1ccccc1)N(Cc1ccc2c(c1)OCO2)C(=O)c1cnsn1 (stereo unspecified)
[53] CC(=O)Nc1ccc(NC(=O)CSc2ccc3nnc(-c4ccccn4)n3n2)cc1
[54] CCC(C)NC(=O)CC(C)C (stereo unspecified)
[55] O=P(CCCO)(Cc1ccccc1)Cc1ccccc1
[56] C=CCc1cccc(/C=N/NC(=O)CCC(=O)Nc2ccc(F)cc2)c1O

Screen / compound no.	49	50	51	52	53	54	55	56
Tb PYK inh	-1%	/	1%&7%	1%	1%	-3%	-12%	-8%
Sm TGR inh	-8%	-1%	-14%&9%	-16%	-10%	8%	-2%	2%
LmPK inh	0%	2%	2%&-3%	1%	-9%	1%	-1%	-2%
HCV inhibitor	9%	0%	4µM*	4%	17%	5%	-4%	?
Pf growth 96h	-14%	8.3µM*	?	-61%	0%	-4%	7%	?
Pf growth 48h	-1%	?	?	9.3µM*	2%	-19%	10%	-2%

Structural class, the compounds so far containing a nitro group on carbon.
[21] Cc1ccc(NC(=O)c2ccc(NCCCN3CCOCC3)c([N+](=O)[O-])c2)cc1Cl
[25] CC(=O)c1cc(F)c(N2CCN(c3ccc([N+](=O)[O-])cc3F)CC2)cc1C
[32] O=C(N/N=C/c1ccc([N+](=O)[O-])o1)c1cc(-c2ccncc2)nc2ccccc12

Screen / compound no.	21	25	32
Tb PYK inh	-6%	2%	-8%
Sm TGR inh	-2%	-8%	-59%
LmPK inh	0%	-1%	3%
HCV inhibitor	11µM*	-17%	10µM*
Pf growth 96h	79%[activator]	25%	0.93µM*
Pf growth 48h	2.3µM*	30%[activator]	?

Remaining list, next part
[57] CCSc1nnc(NC(=O)CCCOc2ccc(C)cc2)s1
[58] Cc1cc(C)c(S(N)(=O)=O)c(C)c1-n1cnnn1
[59] O=C(CCCN1C(=O)/C(=C/c2ccccc2Cl)SC1=S)NNC(=O)c1ccc(Cl)cc1Cl
[60] CC(=O)Cn1c(C(F)(F)F)nc2ccccc21
[61] O=C(O)COCC(=O)Nc1ccc(OCCc2ccccc2)cc1
[62] COc1cccc(C(C(=O)NC2CCCCC2)N(C(=O)c2ccco2)c2ccccc2OC)c1 (stereo unspecified)

Screen / compound no.	57	58	59	60	61	62
Tb PYK inh	4%	9%	9%	-6%	1%	-10%
Sm TGR inh	-1%	-7%	8%	3%	3%	6%
LmPK inh	-1%	2%	6%	2%	3%	-1%
HCV inhibitor	-10%	15%	-3%	17%	11%	-11%
Pf growth 96h	?	-58%	4%	/	17%	2%
Pf growth 48h	7%	0%	?	53%[activator]	-8%	?

Screening results as filed in PubChem BioAssay.
